Screening data (PubChem)
MrgX1 antagonist: blocks BAM8-22 activation of human MrgX1 receptor | Q96LB2 | MRGX1-HEK293 calcium flux, Fluo-4, BAM8-22 antagonism; hits give low values | B-score at 10 µM | actives 1.3% (n = 310,000);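 active = calcium-response B-score plate-corrected more than 3 library SD below zero, starting fluorescence within 5 deviations, no agonist response on first addition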;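 also: peak minus trough fluorescence over baseline after final BAM8-22 challenge near maximal dose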
IEC-6 tox: IEC-6 cytotoxicity, counter-screen for KLF5 inhibitors. luminescence viability. inhibition, % at 5 µM. actives 0.78% (n = 290,000); in the data active = inhibition above about 22%;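 also: 0% = plate median of test compound wells and 100% = cytotoxic reference compound wells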
aSyn UTR inh: 5' untranslated region of α-synuclein, MLPCN primary screen; alpha-synuclein 5'UTR reporter, inhibitor activity; inhibition, % (tested at 7.5 µM); actives 0.82% (n = 300,000); AID 1813; in the data active = inhibition above about 60%; inconclusive = no clear call, values can overlap the other calls;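 also: H4 neuroglioblastoma cells stably carrying SNCA 5'UTR luciferase fusion; 0% = DMSO wells and 100% = positive control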
TRPC4 potent: allosteric potentiators of mouse TRPC4 channel; Q9QUQ5; HEK293 TRPC4beta/mu-opioid, DAMGO EC20, Fluo-4 Ca2+ flux; hits give high values; B-score at 10 µM; actives 0.42% (n = 310,000); AID 2227;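 active = B-score of calcium response area above 5 SD of library B-scores, with initial fluorescence ratio within 5 SD of library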;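 also: B-score of integrated fluorescence ratio over time as area under calcium response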
HIF activator: HIF pathway transcriptional activation | U2OS HRE-luciferase reporter, luminescence; normalized: DMSO 0%, desferrioxamine 100% | activation, % at 7.5 µM (by protocol) | actives 0.32% (n = 300,000) | AID 1910;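 active = mean activation of at least 10% of the iron chelator positive control signal, with at least half of replicates also reaching 10%; inconclusive = mean and replicate majority disagree about reaching 10%; inactive = mean and most replicates under 10%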
TRPC6 activator: activators of mouse TRPC6 channel; Q61143; HEK293-TRPC6 membrane potential dye fluorescence; hits give high values; B-score at 10 µM; actives 0.13% (n = 310,000);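 active = B-score of the integrated fluorescence ratio above library mean plus 3 SD, and starting fluorescence ratio within library mean plus 5 SD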;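 also: higher score means more depolarization so channel activation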
Target sequence (Q61143 whole entry, looked up): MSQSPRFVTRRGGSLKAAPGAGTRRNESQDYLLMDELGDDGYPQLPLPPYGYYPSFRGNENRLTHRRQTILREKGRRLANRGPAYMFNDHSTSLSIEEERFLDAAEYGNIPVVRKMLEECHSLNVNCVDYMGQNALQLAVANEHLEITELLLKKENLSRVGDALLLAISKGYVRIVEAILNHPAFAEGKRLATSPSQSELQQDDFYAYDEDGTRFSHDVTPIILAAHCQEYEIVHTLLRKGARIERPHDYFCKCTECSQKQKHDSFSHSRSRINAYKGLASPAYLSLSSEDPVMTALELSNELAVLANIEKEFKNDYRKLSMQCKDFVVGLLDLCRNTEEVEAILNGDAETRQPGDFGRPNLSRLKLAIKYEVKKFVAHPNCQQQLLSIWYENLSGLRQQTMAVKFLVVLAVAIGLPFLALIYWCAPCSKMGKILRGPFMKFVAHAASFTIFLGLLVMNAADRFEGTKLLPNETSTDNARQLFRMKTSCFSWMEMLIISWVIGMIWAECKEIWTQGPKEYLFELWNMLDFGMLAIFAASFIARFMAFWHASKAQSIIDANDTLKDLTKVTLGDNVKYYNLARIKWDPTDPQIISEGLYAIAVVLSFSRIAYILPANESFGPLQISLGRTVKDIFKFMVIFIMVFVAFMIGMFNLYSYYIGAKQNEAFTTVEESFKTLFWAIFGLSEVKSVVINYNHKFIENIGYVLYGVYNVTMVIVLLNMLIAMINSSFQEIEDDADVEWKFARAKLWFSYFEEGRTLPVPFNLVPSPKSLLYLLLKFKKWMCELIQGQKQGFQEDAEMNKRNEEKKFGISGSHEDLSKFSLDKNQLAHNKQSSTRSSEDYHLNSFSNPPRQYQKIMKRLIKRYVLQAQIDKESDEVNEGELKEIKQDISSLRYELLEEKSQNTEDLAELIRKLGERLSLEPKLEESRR
TRPC4 inh: TRPC4 (mouse) channel inhibition; HEK293 TRPC4beta/mu-opioid, DAMGO-evoked Fluo4 calcium flux; hits give low values; Q9QUQ5; B-score at 10 µM; actives 0.39% (n = 300,000);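 active = B-score over 3 SD under the library average, no early fluorescence shift, positive overall ratio signal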
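Assay system: HEK293 cells with stable TRPC4beta plus mu-opioid receptor expression. Dosing: single dose. Measured by: Fluo4 Ca2+ flux fluorescence. Also added: DAMGO in two steps, submaximal then maximal. Read-out: B score from integrated Fluo4 fluorescence ratio.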
SKKanGAS inh: SKKanGAS growth inhibition; S. pyogenes SKKanGAS, kanamycin growth, BacTiter-Glo, 6 h; inhibition, % at 7.5 µM; actives 1.3% (n = 300,000); AID 1662;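 active = mean replicate score, as percent of positive control median, at least 50; inconclusive = mean below 50 but one replicate at or above 50; inactive = mean and every replicate below 50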;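 also: strain carries kanamycin resistance gene driven by streptokinase promoter and grows in 40 µg/ml kanamycin; loss of luminescence reflects streptokinase promoter inhibition or plain growth inhibition; 0% = median of DMSO wells and 100% = positive control at its reference dose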
TRPC4 agonist: TRPC4 (mouse) channel activation. Q9QUQ5. HEK293 TRPC4beta/mu-opioid, Fluo4 calcium fluorescence; hits give high values. B-score at 10 µM. actives 0.49% (n = 310,000). AID 2237;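 active = B-score above 5 SD of library B-scores, and initial fluorescence ratio not above library mean plus 5 SD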;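 also: positive B-score marks a calcium rise read as TRPC4 activation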
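System: HEK293 cells stably co-expressing mouse TRPC4beta and mu-opioid receptor; Schedule: Fluo4 dye loading 45 min at room temperature, 110 s recording; Detection: Fluo4 fluorescence, kinetic; Evaluation: B-scored integrated calcium fluorescence ratio; Controls: buffer (low) and maximal DAMGO (high).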
TRPC6 inhibitor: mouse TRPC6 channel inhibition; Q61143; AID 2553; HEK293-TRPC6, membrane potential dye, ACh-evoked depolarization; hits give low values; actives 1.1% (n = 310,000); B-score at 10 µM;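 active = B-score under library mean minus 3 SD, initial fluorescence not abnormally high, positive integrated signal ratio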;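 also: B-score derived from integrated fluorescence ratio over the kinetic read; more negative B-score means stronger inhibition of depolarization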
KLF5 inhibitor: kruppel-like factor 5 inhibition | AID 1700 | inhibition, % at 5 µM | DLD-1 KLF5 promoter-luciferase reporter, luminescence | actives 0.23% (n = 290,000);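 active = inhibition above a per-plate limit of that plate's mean compound inhibition plus 3 SD, cut at about 60% in these data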;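 also: 0% = DMSO wells and 100% = LY294002 at 200 µM; higher means less KLF5 promoter-driven luciferase light; inactives centre near -14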
* hit, by the source's call; i = inactive; ? = inconclusive; nt = no result given.

SMILES | MrgX1 antagonist | IEC-6 tox | aSyn UTR inh | TRPC4 potent | HIF activator | TRPC6 activator | TRPC4 inh | SKKanGAS inh | TRPC4 agonist | TRPC6 inhibitor | KLF5 inhibitor
O=C(N/C(=C/c1ccco1)C(=O)N1CCc2ccccc21)c1ccco1 | i | -9 | -16 | i | 0.2 | i | i | 0 | i | i | -5
Cc1cccc(CCNC(=O)c2oc3c(C)c(C)ccc3c2C)n1 | i | -8 | 10 | i | 0.9 | i | i | 1 | i | i | -14
COc1cc2c(cc1OC)C(C)N(CCN1C(=O)c3ccccc3C1=O)CC2 (stereo unspecified) | i | 5 | -10 | i | -1.3 | i | i | -4 | i | i | -22
CCC(C(=O)NC1CCCC1)N(C(=O)Cn1nnc(-c2ccc(C)cc2)n1)C1CCCC1 (stereo unspecified) | i | 1 | 7 | i | -0.4 | i | i | -5 | i | i | -8
CC(CN1CCN(c2ccccc2)CC1)c1ccccc1 (stereo unspecified) | i | 2 | 4 | i | 0.0 | i | i | 1 | i | i | 11
COc1c(O)cc2c(c1O)C(=O)CC(c1ccccc1)O2 (stereo unspecified) | nt | 1 | -102 | i | 1.9 | i | i | -2 | i | i | -72
Cn1c(Cn2c(=O)sc3ccccc32)nnc1SCC(=O)NCc1ccc2c(c1)OCO2 | i | -10 | 5 | i | -0.2 | i | i | -1 | i | i | -20
Fc1ccccc1CN1CCCCCCC1 | i | -2 | -17 | i | -0.3 | i | i | -6 | i | i | -39
COc1ccc(/C=N/NC(=O)c2cccnc2)cc1CN1CCN(c2ccc(F)cc2)CC1 | i | 6 | 4 | i | ? | i | i | -7 | i | i | 4
CCOC(=O)C1C(=O)CC(C)(O)C(C(=O)OCC)C1c1cccs1 (stereo unspecified) | i | 7 | 0 | i | -0.3 | i | i | -3 | i | i | 16
CC(C)c1ccc2oc(=O)cc(CN3CCN(Cc4ccccc4)CC3)c2c1 | i | -11 | 6 | i | 0.5 | i | i | 2 | i | i | -15
Cc1ccc(C(=O)NC(C)c2ccccc2)cc1Br (stereo unspecified) | i | -5 | -1 | i | 1.3 | i | i | 3 | i | i | -2
CCOc1ccc2nc(SCC(=O)Nc3nonc3C)[nH]c2c1 | i | 0 | 2 | i | 0.2 | i | i | -9 | i | i | -7
COC(=O)c1ccc(NC(=O)C2CCCN2C(=O)OCc2ccccc2)cc1 (stereo unspecified) | i | 5 | -21 | i | 0.3 | i | i | -1 | i | i | -12
CCNC(=S)NNC(=O)c1ccccc1Cl | i | -1 | -6 | i | -0.3 | i | i | -7 | i | i | -11
COc1cc2c3nnc(-c4ccc(F)cc4)c-3cn(Cc3cccc(F)c3)c2cc1OC | i | -7 | 8 | i | -0.5 | i | i | nt | i | i | -23
CCOC(=O)C1=c2/c(=C/c3ccncc3)c(N)c(C(=O)OC)n2C(=O)C(c2ccncc2)S1 (stereo unspecified) | i | -2 | 9 | i | 0.0 | i | i | 4 | i | i | -47
CCOC(=O)C1CCN(C(=O)c2ccc3c(c2)S(=O)(=O)c2ccccc2C3=O)CC1 | i | -4 | 12 | i | -5.1 | i | i | -3 | i | i | 4
O=C(Nc1ccc(C(=O)O)cc1)/C(=C\c1ccccc1)NC(=O)c1ccco1 | i | 1 | 21 | i | -0.1 | i | i | 3 | i | i | 3
Cc1ccc(C(=O)NCCNC(=O)COc2ccccc2Cl)cn1 | i | 1 | 9 | i | -0.4 | i | i | 2 | i | i | -18

Laid out differently: entries from further up.
CCOC(=O)C1C(=O)CC(C)(O)C(C(=O)OCC)C1c1cccs1 (stereo unspecified)
  MrgX1 antagonist = i | IEC-6 tox = 7 | aSyn UTR inh = 0 | TRPC4 potent = i | HIF activator = -0.3 | TRPC6 activator = i | TRPC4 inh = i | SKKanGAS inh = -3 | TRPC4 agonist = i | TRPC6 inhibitor = i | KLF5 inhibitor = 16

CC(C)c1ccc2oc(=O)cc(CN3CCN(Cc4ccccc4)CC3)c2c1
  MrgX1 antagonist = i | IEC-6 tox = -11 | aSyn UTR inh = 6 | TRPC4 potent = i | HIF activator = 0.5 | TRPC6 activator = i | TRPC4 inh = i | SKKanGAS inh = 2 | TRPC4 agonist = i | TRPC6 inhibitor = i | KLF5 inhibitor = -15

The listing continues:
SMILES | MrgX1 antagonist | IEC-6 tox | aSyn UTR inh | TRPC4 potent | HIF activator | TRPC6 activator | TRPC4 inh | SKKanGAS inh | TRPC4 agonist | TRPC6 inhibitor | KLF5 inhibitor
CC(C)N(CCc1ccncc1)C(=O)Nc1ccc(F)cc1 | i | 0 | 10 | i | 0.0 | i | i | -6 | i | i | -12
O=C(COCC(=O)N/N=C/c1ccccc1F)N/N=C/c1ccccc1F | i | -4 | -10 | i | -1.0 | i | i | -5 | i | i | -3
Cn1c(Cn2c(=O)sc3ccccc32)nnc1SCc1cccc(F)c1 | i | -2 | 23 | i | 0.3 | i | i | -4 | i | i | -20
O=C(NC1CCCCC1)c1cccnc1Sc1ccccc1Cl | i | 4 | 20 | i | -1.3 | i | i | -1 | i | i | 10
CCOC(=O)/C(=N\NC(=O)c1ccccc1)c1ccccc1 | i | 3 | 5 | i | -0.2 | i | i | 0 | i | i | -8
Cc1ccc(-c2ccc(/C=C/C(=O)c3ccccc3)o2)cc1 | i | 1 | -32 | i | 1.0 | i | i | -6 | i | i | -4
CC(C)CC(N=C1NC(C)(C)Cc2ccccc21)C(=O)O (stereo unspecified) | i | 0 | 19 | i | -0.3 | i | i | 2 | i | i | -21
OC(COc1cccc(OCC(O)CN2CCCC2)c1)CN1CCCC1 (stereo unspecified) | i | 8 | 12 | i | -0.2 | i | i | -5 | i | i | -45
Cc1ccc(NC(=S)NCCN2CCOCC2)cc1 | i | 0 | -3 | i | -0.7 | i | i | -5 | i | i | -57
CCOc1ccc(S(=O)(=O)N2CCC(C(=O)N3CCN(c4ccccc4F)CC3)CC2)cc1C | i | 1 | 18 | i | 0.4 | i | i | 3 | i | i | 6
O=C(c1ccc(NC(=O)C2(c3ccccc3)CCCC2)cc1)N1CCOCC1 | i | 1 | 22 | i | -0.1 | i | i | 35 | i | i | -20
CCOc1cc(CN2CCN(c3cccc(C(F)(F)F)c3)CC2)ccc1OC | i | -2 | 35 | i | -0.3 | i | i | 2 | i | i | -7
O=C(Nc1nncs1)C12CC3CC(CC(Cl)(C3)C1)C2 | i | -18 | -10 | i | -0.9 | i | i | -2 | i | i | -7
CC1CCCCC1NC(=O)C1CCN(c2c3c(nc4ncnn24)CCC3)CC1 (stereo unspecified) | i | 3 | 22 | i | 0.4 | i | i | -2 | i | i | 3
COCCn1c(SCc2nnc(-c3ccc(OC)c(OC)c3)o2)nnc1-c1ccncc1 | i | -3 | 16 | i | -0.5 | i | i | 3 | i | i | -12
COC(=O)c1c(C)oc(C)c1S(=O)(=O)NCC1CC1 | i | 7 | -5 | i | -0.7 | i | i | 0 | i | i | 7
c1cncc(-c2noc(-c3ccco3)n2)c1 | i | -3 | -91 | i | 1.4 | i | i | 2 | i | i | -67
CCCOC(=O)c1ccc(S(N)(=O)=O)o1 | i | -1 | 6 | i | 0.1 | i | i | -1 | i | i | 1
Cc1ccc(C)c(N2N=C(C(=O)N(CC(C)C)c3c(N)n(Cc4ccccc4)c(=O)[nH]c3=O)CCC2=O)c1 | i | -2 | 5 | i | 0.1 | i | i | 1 | i | i | -27
CN(C(=O)CSc1nncn1-c1ccccc1)c1ccccc1 | i | -1 | 12 | i | -0.2 | i | i | -2 | i | i | -25
COC(=O)c1c(CSc2ccc(Cl)cc2)noc1C(=O)NCc1ccco1 | i | -8 | -1 | i | -0.7 | i | i | 10 | i | i | -13
COc1ccc(NC(=O)CCNC(=O)Cn2cnc3ccccc3c2=O)cc1OC | i | -6 | -11 | i | -0.9 | i | i | 1 | i | i | 0
Oc1ccccc1N1CCN(c2ccc3ccccc3n2)CC1 | i | -10 | -138 | i | 2.4 | i | i | 4 | i | i | -190
COc1cc(C(=O)OC2CCN(C)CC2)cc(OC)c1OC | i | 7 | -21 | i | -61 | i | i | -5 | i | i | 3
O=C(O)Cc1csc(-c2ccc(F)cc2)n1 | i | -5 | -9 | i | -0.3 | i | i | -1 | i | i | 8
O=C(CC1(c2ccc(Cl)cc2)C2CC3CC(C2)CC1C3)NCCO (stereo unspecified) | i | -1 | 29 | i | -0.8 | i | i | 19 | i | i | -4
CCc1ccc(C(=O)NC2CCCCC2)s1 | i | 2 | -82 | i | 2.6 | i | i | 6 | i | i | -155
Cc1ccsc1C(=O)OCC(=O)N1CCc2ccccc2C1 | i | -5 | -126 | i | 3.5 | i | i | -4 | i | i | -80
C=C(C)CSc1nc2ccccc2c(=O)n1-c1c(C)n(C)n(-c2ccccc2)c1=O | i | -3 | 9 | i | -0.2 | i | i | -2 | i | i | 10
CC(=O)Nc1ccc(N/C=C/C(=O)c2ccco2)cc1 | i | 2 | -323 | i | 2.2 | i | i | 3 | i | i | -27
COc1cccc(N2CC(C(=O)Nc3nnc(SCC(=O)NC4CCCC4)s3)CC2=O)c1 (stereo unspecified) | i | 3 | 3 | i | -0.1 | i | i | 27 | i | i | -1
O=C(CN1CCCCC1)N1CCN(S(=O)(=O)c2ccccc2)C1 | i | -6 | 13 | i | -0.3 | i | i | 2 | i | i | -27
CCCc1nc2ccccc2c(C(=O)OCC(=O)N2CCc3ccccc32)c1CC | i | -3 | 12 | i | -0.2 | i | i | 23 | i | i | -9
Cc1sc2ncn(CC(=O)NCCc3ccccc3)c(=O)c2c1C | i | 0 | -7 | i | -0.8 | i | i | 0 | i | i | -30
Cn1c2ccccc2c2cc(C(=O)OCC(=O)N3CC(=O)Nc4ccccc43)sc21 | i | -3 | 8 | i | 0.1 | i | i | 25 | i | i | -11
CCCC(=O)Nc1ccc(NCc2ccc(C)s2)cc1 | i | -5 | -15 | i | -1.3 | i | i | 0 | i | i | -52
COc1cc(C(=O)OCC(=O)N(C)Cc2ccccc2)cc(OC)c1OC | i | 3 | 31 | i | 0.2 | i | i | 6 | i | i | -25
Cc1nc2[nH]c(=O)c3c(n2n1)NC1=C(C(=O)CC(C)(C)C1)C3c1ccccc1 (stereo unspecified) | i | 3 | 12 | i | -0.2 | i | i | 5 | i | i | -7
CCOc1ccc(Nc2ccc3nonc3c2[N+](=O)[O-])cc1 | i | 5 | 15 | i | -5.1 | i | i | -1 | i | i | -21
CC(C)(C)OC(=O)NCc1ccc(CNC(=O)c2[nH]cnc2C(=O)N[C@@H](Cc2ccccc2)C(=O)OCc2ccccc2)cc1 | i | -8 | -13 | i | -0.2 | i | i | 12 | i | i | -34
